High-throughput results (PubChem)
EP2 modulator: modulators of human EP2 prostaglandin E2 receptor. P43116. EP2-expressing cells, cAMP HTRF FRET, PGE2 co-stimulation. induction, % at 25 µM. 260,000 compounds, 0.83% hits;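 active = compounds whose cAMP rise, as percent of the full-agonist control response, exceeds 60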;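 note: rat C6 glioma line stably carrying human EP2 under a CMV promoter; the protocol text gives 20 µM as final concentration; 100% = response of wells given 1 µM PGE2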
Target sequence (P43116 whole entry, looked up): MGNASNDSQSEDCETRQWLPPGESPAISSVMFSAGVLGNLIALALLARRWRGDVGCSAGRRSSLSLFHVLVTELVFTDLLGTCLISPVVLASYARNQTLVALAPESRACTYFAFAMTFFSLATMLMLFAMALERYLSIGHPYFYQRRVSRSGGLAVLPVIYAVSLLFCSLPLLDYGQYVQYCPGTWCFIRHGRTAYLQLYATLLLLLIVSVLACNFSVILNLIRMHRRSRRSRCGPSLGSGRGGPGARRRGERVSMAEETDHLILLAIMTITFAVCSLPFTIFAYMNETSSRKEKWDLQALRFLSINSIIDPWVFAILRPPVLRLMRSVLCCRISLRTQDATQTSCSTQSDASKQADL
PGE2 EP2 inh: blocks the human prostaglandin E2 receptor EP2; C6 glioma cells expressing human EP2, cAMP TR-FRET; cells stimulated with saturating PGE2; AID 1422; 260,000 compounds, 0.52% hits; inhibition, % at 25 µM; P43116;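 active = percent inhibition above 40 after rounding to a whole number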;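 note: rat C6 glioma host cells with rolipram phosphodiesterase inhibitor present; the protocol text gives 20 µM as final concentration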
NPY2 pot ag: potentiates or activates human NPY-Y2 receptor | P49146 | cells expressing NPY-Y2, potentiator/agonist read-out | activation, % at 3.6 µM | 220,000 compounds, 0.45% hits; in the data active = activation above about 27%;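 note: cells stimulated with NPY near EC25 plus isoproterenol at EC100; 0% = vehicle plus submaximal agonist and 100% = vehicle plus saturating agonist; some results beyond the cut were filed as inactive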
S1P4 agonist: activates the human S1P4 receptor | O95977 | S1P4-expressing cell line, agonist reporter assay | activation, % at 4.98 µM | 220,000 compounds, 0.35% hits; in the data active = activation above about 11%;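 note: 0% = DMSO vehicle and 100% = reference agonist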
Target sequence (O95977 whole entry, looked up): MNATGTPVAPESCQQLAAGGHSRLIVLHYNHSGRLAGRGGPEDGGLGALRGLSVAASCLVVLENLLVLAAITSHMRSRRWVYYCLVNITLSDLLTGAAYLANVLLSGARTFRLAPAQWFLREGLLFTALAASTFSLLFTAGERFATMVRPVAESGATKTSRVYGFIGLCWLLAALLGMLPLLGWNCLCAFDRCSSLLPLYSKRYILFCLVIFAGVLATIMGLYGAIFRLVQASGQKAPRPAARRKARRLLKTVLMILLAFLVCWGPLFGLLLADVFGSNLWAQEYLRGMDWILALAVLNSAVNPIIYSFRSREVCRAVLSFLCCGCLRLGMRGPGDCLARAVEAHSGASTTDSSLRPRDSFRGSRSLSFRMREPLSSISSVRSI
S1P4 antag: human S1P4 receptor antagonism | 220,000 compounds, 0.26% hits | S1P4-expressing cells, antagonist mode, reporter read-out | AID 1510 | O95977 | inhibition, % at 4.98 µM; in the data active = inhibition above about 29%;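 note: 0% = wells stimulated with agonist and 100% = vehicle wells without agonist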
NPY-Y1 antag: NPY-Y1 (human) receptor antagonism | inhibition, % at 3.6 µM | 200,000 compounds, 1% hits | P25929 | HEK293-CNG Y1 cells, membrane potential fluorescence; NPY at EC95, then isoproterenol | AID 1040;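 active = inhibition above the campaign mean inhibition of all tested compounds plus 3 SD, cut at about 20% in these data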;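 note: 0% = DMSO wells given NPY plus isoproterenol and 100% = isoproterenol alone without NPY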
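Assay system: HEK293 cells with Y1 receptor plus CNG channel | Probe or stimulus: NPY (25 nM), isoproterenol (1 µM), Ro 20-1724 (25 µM) | Timing: Compound incubation 1 h at room temperature, readout 45 min post-stimulation | Measured by: Membrane-potential fluorescent dye readout | Benchmarks: High control isoproterenol alone, low control NPY with isoproterenol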
NPY-Y1 PAM-ag: human NPY-Y1 potentiation or agonism, primary screen; NPY-Y1 expressing cells, potentiator/agonist activation; activation, % at 3.6 µM; 220,000 compounds, 0.37% hits; AID 1304; in the data active = activation above about 33%, passing the limit was not always enough;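 note: cells stimulated with NPY at EC10 then isoproterenol at EC100; 0% = low agonist plus stimulus and 100% = saturating agonist plus stimulus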
p97 inhibitor: human p97 ATPase inhibition. recombinant p97 ATPase, Kinase-Glo ATP luminescence, 3 h. inhibition, % at 8 µM. 220,000 compounds, 0.42% hits; in the data active = inhibition above about 15%;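 note: 0% = DMSO vehicle and 100% = wells lacking enzyme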
eIF4E 4G PPI: blocks eIF4E binding to eIF4G; TR-FRET eIF4E-eIF4GI(517-606) binding, 2 h; inhibition, % at 21.7 µM; 220,000 compounds, 0.37% hits; AID 782;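 active = inhibition above about 30%, limit read from the data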;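 note: 0% = full FRET control wells and 100% = background wells lacking eIF4GI fragment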
An asterisk follows results filed as active; x = no result given; & = joins results of further samples; [ ] = another dose, or the depositor's remark. These rows are one share of the data (hit frequency here may not be typical).

smiles | EP2 modulator | PGE2 EP2 inh | NPY2 pot ag | S1P4 agonist | S1P4 antag | NPY-Y1 antag | NPY-Y1 PAM-ag | p97 inhibitor | eIF4E 4G PPI
COC(=O)C1=NN(c2ccc(C)cc2)C2C(=O)N(c3ccccc3OC)C(=O)C12 (stereo unspecified) | 50 | 7 | -13 | -0.6 | 3 | x | 22 | -4 | -1
COc1ccccc1NC(=O)c1cn(C)c(=O)c2cc(OC)c(OC)cc12 | 20 | 16 | 18 | -3.9 | -3 | -7 | -8 | 1 | -2
CSCCC(NC(=O)c1cc([N+](=O)[O-])ccc1Cl)C(=O)O (stereo unspecified) | -3 | 8 | -13 | 1.7 | -6 | -3 | 13 | 5 | -1
Cn1cc(CNCc2ccc(OC(F)(F)F)cc2)c(-c2ccc3c(c2)OCCO3)n1 | -17 | 4 | 12 | -0.8 | -17 | 8 | -36 | -5 | 0
CCOC(=O)Nc1ccc(OCc2nnc3c4ccccc4c(C)nn23)cc1 | -18 | 7 | -22 | 0.3 | -2 | 10 | -27 | -3 | -3
CCn1ncc(C2=NOC(C(=O)Nc3cccc(C(C)=O)c3)C2)c1C (stereo unspecified) | 2 | 4 | 8 | 1.9 | -7 | -11 | 11 | -4 | 1
CN1CCc2c(sc3c2C(=O)NC(c2cn(Cc4ccccc4)c4ccccc24)N3)C1 (stereo unspecified) | -22 | 6 | -15 | 2.8 | 0 | 11 | -32 | -4 | -16[fluorescence artefact?]
O=C(CN1CCN(c2ccccn2)CC1)NCCc1ccccc1 | 10 | 5 | 11 | 1.4 | -3 | 5 | 11 | 3 | 2
CC(=O)NS(=O)(=O)c1ccc(NC(=O)C2c3ccccc3Oc3ccccc32)cc1 | -4 | 7 | 7 | -0.7 | -14 | 0 | -1 | 5 | -1[fluorescence artefact?]
O=C(CC12CC3CC(CC(C3)C1)C2)N1CCCOC1 | 9&-40 | 8&3 | -6 | -0.7 | 1 | 0 | 11 | 1 | -11
Cc1cc(Sc2nc(NC(C)C)nc(NC(C)C)n2)nc(Cl)n1 | 46 | 3 | 6 | 1.6 | -15 | 1 | 27 | -1 | -3
O=C(CN1C(=O)c2ccccc2S1(=O)=O)NCc1cccnc1 | 6 | 5 | 3 | -0.8 | -18 | 1 | 2 | -4 | -7
COC(=O)C1CCCN1C(=O)C1CCCN1C(=O)CNC(=O)OCc1ccccc1 (stereo unspecified) | 28 | 8 | 3 | 1.1 | -5 | 3 | 18 | -2 | 1[fluorescence artefact?]
COc1ccc(CNC(=S)Nc2ccc3nc(N4CCN(C)CC4)cc(C)c3c2)cc1 | -86 | 0 | -9 | -0.6 | -16 | 2 | -4 | -6 | 2
CC(C)NC(=O)N(O)C1N(Cc2ccc3c(c2)OCO3)C(=S)SC1(C)C (stereo unspecified) | 9 | 11 | -15 | -0.5 | 5 | -5 | -7 | -5 | -5
O=C(Cc1coc2cc3c(cc12)CCC3)NCC1(N2CCCCC2)CCCCC1 | -3 | 6 | -18 | 5.6 | -18 | 6 | -31 | 13 | -2
Cc1cc(C)cc(NC(=O)CCC(=O)Nc2cc(C)on2)c1 | 13 | 8 | 3 | 3.7 | -17 | 1 | 14 | -9 | 3
CCc1cccc(NC(=O)CCc2nc(-c3cccs3)no2)c1 | -4 | 9 | 6 | 3.2 | 0 | 6 | -21 | 2 | 1
Cc1ccc(C2=Nc3ccccc3NC(C)(c3ccc(C)o3)C2)o1 (stereo unspecified) | 21 | -3 | -2 | 0.2 | 2 | 0 | 3 | 2 | 1
N=c1c2c3c(sc2ncn1CCCO)CCCC3 | -7 | 18 | -9 | -1.3 | 1 | 0 | -4 | 5 | 5[fluorescence artefact?]
CCOC(=O)C(=O)C1C(=O)Nc2ccccc21 (stereo unspecified) | 12 | 7 | -10 | 0.2 | 12 | x | 9 | -4 | -4
CCOc1ccc(-n2c(N)c(C(=O)N3CCN(C)CC3)sc2=S)cc1 | -48 | -1 | -3 | 0.8 | 1 | 7 | 12 | 9 | 1
COc1ccccc1N1CCN(C(=O)/C=C/c2cccc([N+](=O)[O-])c2)CC1 | -34 | 4 | -2 | 0.5 | -16 | x | 25 | 4 | 2
Cc1nc(NC(=O)c2ccc(-c3cc4ccccc4oc3=O)cc2)ccc1Br | 21 | 8 | 8 | -0.1 | -52 | -2 | -2 | -4 | -5
O=C(CNC(=O)c1cccc(F)c1)OCC(=O)N1CCN(C(=O)c2ccco2)CC1 | 17 | 3 | 4 | -1.0 | -2 | x | -3 | 7 | -5
CC(=O)Nc1ccc(Nc2ncnc3c2cnn3-c2ccc(C)cc2C)cc1 | -13 | 18 | -3 | -1.7 | 11 | 1 | -23 | -3 | 5
Cc1cc(S(=O)(=O)NCc2ccc(S(N)(=O)=O)cc2)c(C)s1 | 4 | 6 | 6 | -0.4 | 3 | -2 | 6 | -3 | -1
O=C(Nc1ccccc1)C1C2CCC3C(CCC21)C3(Cl)Cl (stereo unspecified) | 17 | 10 | -17 | -4.1 | 23 | 21* | -1 | 0 | 3
CCOC(=O)c1sc(-c2cccc(C(F)(F)F)c2)nc1O | 0 | 5 | 4 | 0.3 | 17 | x | -10 | -1 | 3
Cc1ccc(Cn2cc(/C=C/C(=O)O)c(-c3ccccc3)n2)cc1 | 7 | 9 | -20 | 1.5 | -13 | 7 | -8 | 3 | -1

Later entries:
smiles | EP2 modulator | PGE2 EP2 inh | NPY2 pot ag | S1P4 agonist | S1P4 antag | NPY-Y1 antag | NPY-Y1 PAM-ag | p97 inhibitor | eIF4E 4G PPI
CN(C)C(CNC(=S)Nc1ccccc1Cl)c1cccnc1 (stereo unspecified) | 14 | 3 | -16 | 0.0 | 24 | -3 | -12 | 2 | -3
COc1ccc(C[C@@H]2CN3C(=NC[C@@H]3C)N2C[C@H](C)NC(=O)CCC2CCCCC2)cc1 | 13 | 6 | -14 | -0.8 | 10 | 1 | -14 | 2 | 9
O=C1N[C@@H](Cc2ccccc2)C(=O)N1CCN1CCOCC1 | 16 | 1 | -11 | 2.9 | -7 | 6 | 4 | -4 | 0[fluorescence artefact?]
CC1=Nc2cc([N+](=O)[O-])ccc2NC(C)(C)C1 | -13 | 4 | 13 | 1.4 | -18 | 1 | 13 | 10 | -8
O=C(Nc1ccc(Cl)cc1)Nc1cnccn1 | -11 | 5 | 3 | 0.2 | -13 | -1 | 14 | -1 | -3
CC(=O)Cc1nsc(NC(=O)c2csc3c2CCCC3)n1 | -1 | 11 | -2 | -1.5 | -6 | 1 | -11 | -5 | 7
Cc1cc(-c2ccccc2C(=O)NCc2ccccc2)on1 | 9 | 9 | -6 | 1.4 | -10 | 2 | -5 | -2 | 2[fluorescence artefact?]
Cc1ccc(S(=O)(=O)N2CCCOC2CNC(=O)C(=O)NCc2cccnc2)cc1 (stereo unspecified) | 36 | 5 | 4 | 1.6 | -19 | -5 | 4 | -1 | 7
O=C(O)/C=C\C(=O)N1CCc2ccccc21 | 9 | 5 | 0 | 4.0 | -5 | 3 | 9 | 3 | 4
CSc1nsc(/C=C/Nc2ccc(C)cc2)c1C#N | 21 | 14 | -2 | -1.2 | 3 | 3 | -10 | 5 | -2[fluorescence artefact?]
COc1cc(C(=O)NCC(c2cccs2)N(C)C)cc(Cl)c1OC(C)C (stereo unspecified) | -26 | 9 | -7 | 0.0 | -13 | 4 | -14 | -4 | -1
Cc1ccc(NC2c3ncccc3C(=O)N2Cc2ccc(F)cc2)cc1 (stereo unspecified) | 29 | 9 | 5 | 0.9 | -19 | -3 | 6 | 1 | 7
COc1ccc(-c2cc(C(F)(F)F)nc(SCc3cccc(C(=O)O)c3)n2)cc1 | 22 | 5 | 0 | -0.6 | 2 | 4 | 9 | 2 | 11
CC1CN(S(=O)(=O)c2ccc(C(=O)Nc3sccc3C(N)=O)cc2)CC(C)O1 (stereo unspecified) | -52 | 12 | 6 | 2.0 | -14 | 6 | -12 | -4 | -6[fluorescence artefact?]
CCN(CC)S(=O)(=O)c1ccc(N2CCOCC2)c(NC(=O)CC(C)(C)C)c1 | 10 | 6 | -7 | -0.3 | -3 | x | 6 | -6 | 1
COC(=O)C(NC(=O)c1ccco1)(Nc1nc(C2CC2)cs1)C(F)(F)F (stereo unspecified) | 14 | 10 | 2 | 1.9 | -28 | -5 | 0 | -1 | -3[fluorescence artefact?]
CCOC(=O)N1CCN(c2nc(N(c3ccccc3)c3ccccc3)nc(-n3ccnc3)n2)CC1 | -9 | 4 | 16 | 0.6 | 13 | x | 18 | -4 | 5
O=C(NCCc1c[nH]c2ccccc12)c1cncc(Br)c1 | -54 | 13 | -2 | -1.2 | 0 | -1 | -4 | 1 | 0
COc1cccc(/C=C/C(=O)OCC(=O)Nc2ccc(Cl)cn2)c1 | -62 | 3 | -10 | -1.8 | 1 | 11 | -19 | 2 | 3
O=C(O)CCc1ccc(-c2cccs2)n1CCC(=O)O | -4&28 | 17&12 | -1 | 1.8 | -4 | -3 | 17 | 2 | 6
COc1ccc(Cl)cc1NC(=O)Cn1cccc1 | -2 | 9 | 0 | 0.1 | -7 | 0 | 4 | -2 | 2
Cc1cc(C(=O)N/N=C/c2cc(Br)ccc2OC(=O)c2ccccc2Cl)n[nH]1 | -16 | 4 | -9 | 1.5 | -1 | -1 | 16 | 18* | 4
CCSc1ncccc1-c1nc2ccccc2[nH]1 | -3 | 9 | -3 | -2.2 | -1 | 1 | -11 | -2 | 3
CN(C)c1ccc(C(CNC(=O)c2ccccc2F)c2c[nH]c3ccccc23)cc1 (stereo unspecified) | 8 | 8 | 4 | -2.0 | 0 | 4 | -13 | 2 | -2[fluorescence artefact?]
CC(OC(=O)c1nsc(Cl)c1Cl)C(=O)NCc1cccs1 (stereo unspecified) | -2 | 7 | 1 | -0.1 | -1 | 6 | -23 | 3 | -7[fluorescence artefact?]
CC(C)c1ccccc1NC(=S)N1CCN(Cc2ccc3c(c2)OCO3)CC1 | -35 | 7 | -18 | -0.1 | 14 | 2 | -12 | 0 | -2
CN(C(=O)CSc1nnc(-c2cccs2)o1)C1CCS(=O)(=O)C1 (stereo unspecified) | 10 | 3 | 8 | 1.2 | -4 | 2 | 0 | 6 | 2
COc1ccc(/C=C/C(=O)Nc2cccc(S(=O)(=O)N3CCCC3)c2)cc1OC | -49 | 8 | -4 | 0.5 | -16 | 3 | 8 | 1 | 4
O=C(CSc1nnc(-c2cc(-c3cccs3)nc3ccccc23)o1)NC1CCCCC1 | 13 | 19 | 7 | 1.0 | -92 | 1 | -17 | 6 | -4
